# Compound activity deposited in PubChem by National Center for Advancing Translational Sciences (NCATS).
# Apoferritin bind = binds horse apoferritin like a general anesthetic | P02791 | apoferritin/1-aminoanthracene competitive binding, fluorescence | Potency, µM (doses to about 77.5 µM), without a hit: at the highest dose activity change, negative = displacement, actives largely listed as inhibitors | 350,000 compounds, 0.074% hits | AID 485281; note: potency is the fitted concentration of half-maximal effect; % is set by controls: 0 for no effect and ±100 for the full control effect; nearly all actives have a fitted effect of over 20% in size
# Target sequence (P02791 2-175 limits assumed): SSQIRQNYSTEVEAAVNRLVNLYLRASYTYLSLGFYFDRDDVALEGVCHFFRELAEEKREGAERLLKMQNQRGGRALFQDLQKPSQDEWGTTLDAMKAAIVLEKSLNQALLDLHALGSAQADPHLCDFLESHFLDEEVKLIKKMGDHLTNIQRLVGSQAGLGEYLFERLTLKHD
#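 10 uM apoferritin + 50% sat. 1-AMA, PBS; cpd 10 min RT; Ex380/Em535 endpoint; normalized to free probe vs complex; 4-param Hill fit; propofol titration as pos. ctrl.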
# POLH inh = blocks human DNA polymerase eta activity; Q9Y253; recombinant Pol eta, fluorescent DNA replication assay; Potency, µM (titrated, usually from 114 µM), for inactives: at the highest dose activity change, negative = inhibition, actives largely listed as inhibitors; 390,000 compounds, 1.2% hits; note: potency is the fitted concentration of half-maximal effect; % is set by controls: 0 for no effect and ±100 for the full control effect
#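 Pol eta (10 nM) was preincubated with compounds for 15 min at room temperature, after which fluorescent replication substrate (50 nM final) was added to start the reaction. Fluorescence was read kinetically at 0 and 10 min.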
# RGS4 inhibitor = human RGS4 inhibition; Potency, µM (doses to about 114 µM), for the others: at the top dose activity change, negative = inhibition, most hits filed as inhibitors; P49798; Transcreener GDP fluorescence polarization, RGS4-accelerated GTP hydrolysis; 390,000 compounds, 0.039% hits; note: potency is the fitted concentration of half-maximal effect; % is set by controls: 0 for no effect and ±100 for the full control effect; nearly all actives have a fitted effect of over 75% in size; some results filed as inactive show a strong effect at the top dose
#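 MLSMR compounds (23 nl, pin-transferred) preincubated 10 min at room temperature with a 500nM (2x) first reagent, then RGS4 at 900nM (2x) plus Transcreener GDP mix added; fluorescence polarization (620/688 nm) read before and after 90 min at 30 °C.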
# POLK inh = blocks human DNA polymerase kappa activity | purified Pol kappa, fluorescent DNA synthesis assay, 10 min | 400,000 compounds, 0.53% hits | Q9UBT6 | Potency, µM (highest dose often 107 µM), for the others: top-dose activity, negative = inhibition, most hits filed as inhibitors | AID 588579; note: potency is the fitted concentration of half-maximal effect; % is set by controls: 0 for no effect and ±100 for the full control effect
#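 Fluorescent qHTS in 1536-well format: enzyme (10 nM) and compound sat 15 min at room temperature before 50 nM substrate (final) was added. Signal taken at 0 and 10 min; no-enzyme buffer wells were negative controls.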
# APE1 inh = APE1 (human) endonuclease inhibition; P27695; recombinant APE1, TAMRA/BHQ-2 abasic DNA cleavage fluorescence; Potency, µM (top dose mostly 65.8 µM), inactives show top-dose activity change, negative = inhibition, hits mostly inhibitors; 350,000 compounds, 0.35% hits;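 note: potency is the fitted concentration of half-maximal effect; plate controls were vehicle for no effect and reference inhibitor for full effect; nearly all actives have a fitted effect of over 55% in size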
# Target sequence (P27695 whole entry, looked up): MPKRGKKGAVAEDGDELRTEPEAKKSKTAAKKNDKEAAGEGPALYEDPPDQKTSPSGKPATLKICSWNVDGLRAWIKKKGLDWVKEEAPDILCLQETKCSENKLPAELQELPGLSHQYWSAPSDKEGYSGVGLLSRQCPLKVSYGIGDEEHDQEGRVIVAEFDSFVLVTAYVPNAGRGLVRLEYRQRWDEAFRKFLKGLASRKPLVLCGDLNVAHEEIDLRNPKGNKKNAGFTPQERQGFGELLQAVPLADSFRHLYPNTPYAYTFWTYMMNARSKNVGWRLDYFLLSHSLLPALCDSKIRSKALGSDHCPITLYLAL
#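 Incision of a quenched TAMRA/BHQ-2 THF abasic-site duplex (50 nM) by 0.75 nM APE1, after 15 min compound preincubation, measured as fluorescence increase over three 60 s reads. Values normalized to buffer, DMSO and NSC13755 control wells.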
# POLB inh = DNA polymerase beta (human) inhibition | P06746 | AID 485314 | 340,000 compounds, 1.3% hits | Pol beta primer extension/strand displacement, fluorescence kinetic | Potency, µM (top dose mostly 114 µM), for inactives: at the top dose activity change, negative = inhibition, most hits filed as inhibitors; note: potency is the fitted concentration of half-maximal effect; % is set by controls: 0 for no effect and ±100 for the full control effect
#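 Human Pol beta at 10 nM; strand-displacement substrate 50 nM final. Compound exposure 15 min at room temperature before start, reaction 10 min at room temperature.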
# 12-LOX inh = blocks human arachidonate 12S-lipoxygenase | P18054 | purified 12hLO, xylenol orange hydroperoxide absorbance | Potency, µM (top dose mostly 108 µM), inactives show top-dose activity change, negative = inhibition, most hits filed as inhibitors | 580,000 compounds, 1.1% hits | AID 1671190; note: potency is the fitted concentration of half-maximal effect; % is set by controls: 0 for no effect and ±100 for the full control effect
#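 Hydroperoxide product was detected by ferrous iron/xylenol orange as the 573 to 405 nm absorbance ratio. Arachidonic acid at 40 uM (final) was turned over for 30 min at room temperature by 150 nM human 12hLO, pH 7.0 Hepes buffer, after 15 min compound preincubation.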
# ERG Ets-DNA blk = ERG Ets/DNA interaction inhibition. fluorescence polarization, His-ERG Ets domain / labelled DNA. Potency, µM (top dose mostly 76.9 µM), inactives show at the top dose FP activity, negative = inhibition, most hits filed as inhibitors. 370,000 compounds, 0.028% hits. AID 624246; active = well fitted inhibition curve with a large enough effect in the polarisation, with a control signal flat; inconclusive = small, poorly fitted or top-dose-only effect, or effect the other way, or a change in a side signal; inactive = no such curve, though single readings can be large or run the other way; the % refers to the polarisation;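 note: polarization taken with two DNA probes labelled with fluorescein and Texas red; potency is the fitted concentration of half-maximal effect; % of control where 0% means no effect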
# Target sequence (P11308 whole entry, looked up, the tested form may be a part): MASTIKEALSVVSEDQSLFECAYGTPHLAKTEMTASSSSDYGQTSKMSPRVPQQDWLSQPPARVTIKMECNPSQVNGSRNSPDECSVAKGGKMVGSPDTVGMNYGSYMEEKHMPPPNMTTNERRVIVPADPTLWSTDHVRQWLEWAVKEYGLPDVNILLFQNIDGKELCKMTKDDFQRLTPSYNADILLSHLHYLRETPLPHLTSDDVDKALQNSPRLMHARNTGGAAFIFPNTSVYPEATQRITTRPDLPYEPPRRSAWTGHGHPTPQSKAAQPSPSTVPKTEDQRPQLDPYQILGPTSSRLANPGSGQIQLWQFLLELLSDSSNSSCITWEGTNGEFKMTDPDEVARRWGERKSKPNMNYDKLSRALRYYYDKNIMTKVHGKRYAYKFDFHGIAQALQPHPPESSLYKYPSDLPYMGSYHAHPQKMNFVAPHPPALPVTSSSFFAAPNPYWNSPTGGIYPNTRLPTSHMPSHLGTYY
#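 His-tagged ERG Ets domain (1 uM in the protein solution; 300mM KCl, 50mM Tris-HCl, 1mM EDTA, 1mM DTT, pH 7.5) received compound, then a probe mix of 5 nM fluorescein-DNA and 100nM Texas-615-DNA. Fluorescence polarization was read for both dyes.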
# LDHA inh = blocks human lactate dehydrogenase A. P00338. 480,000 compounds, 0.15% hits. purified LDHA, NADH/diaphorase-resazurin fluorescence; hits give low values. activity change, % (values are at about 110 or 230 µM); in the data active = activity change below about -30%; inconclusive = mostly about -25% to -30%;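 note: plate controls were DMSO wells for no effect and wells without enzyme for full effect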
#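 Enzyme activity of human lactate dehydrogenase 5 (2 nM; 0.06 mM NADH, 0.2 mM pyruvate, 5 min, RT) is measured via a resazurin/diaphorase fluorescence readout of residual NADH.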
# Active calls of the source: *; i = inactive; ? = inconclusive; . = not tested or not shown; & = joins results of further samples; [ ] = dose if it differs, or a comment. Unless noted, calls come from the whole dose curve; as a rule, active = well fitted curve in the direction sought with a large enough effect; inconclusive = small, poorly fitted or top-dose-only effect, or another doubt; inactive = no such curve, though single readings can be large; an effect the other way counts as inactive or inconclusive.
1. Cc1ccc(CN2CCCC(C(=O)c3sccc3C)C2)o1 (stereo not given)
2. COc1cccc2c1cc([N+](=O)[O-])c1c(C(=O)O)cc3c(c12)OCO3
3. COCCO[C@H]1CCC2C3CC=C4C[C@@H](O)CC[C@]4(C)C3CC[C@@]21C (stereo not given in full)
4. OC[C@H]1O[C@@H](n2cnc3cc(Cl)c(Cl)cc32)[C@H](O)[C@H]1O
5. Cc1ccc2cccc(OC(=O)N(C)c3ccccc3)c2n1
6. CN1CCN(c2ccc3nccnc3c2)CC1
7. C/C(=N\NC(=O)c1ccccc1O)c1c(O)n(C2CCCCC2)c(=O)[nH]c1=O
8. Cc1cc(C)cc(NC(=O)Cn2cc(C(=O)c3cccs3)c3ccccc32)c1
9. CC(=NCc1ccc2c(c1)OCO2)c1c(O)n(-c2ccccc2)c(=O)[nH]c1=O
10. COc1ccc(S(=O)(=O)Nc2cc([N+](=O)[O-])ccc2OC)cc1

compound no.	1	2	3	4	5	6	7	8	9	10
Apoferritin bind	-22%	.	.	6%&1%	?	420%[activator]	-8%	-10%	-3%	-13%
POLH inh	-7%	-12%	-5%	.	-19%	-18%	-8%	-22%	-16%	-23%
RGS4 inhibitor	30%	8%	-6%	i	-13%	-10%	-11%	10%	3%	-11%
POLK inh	-14%	-1%	-1%	10%[60.1 µM]	-5%	1%	-2%	-7%	-6%	-12%
APE1 inh	0%	-1%&-9%&3%	38%	-9%&-2%	-5%	-4%	24%	.	-1%	-4%
POLB inh	15%	.	.	.	-8%	2%	2%	?	0%	?
12-LOX inh	1%	14%	13%	23%	-2%	3%	55%[activator]	10%	92%[activator]	-27%
ERG Ets-DNA blk	1%	-7%	12%	.	-1%	7%	-10%	4%	4%	5%
LDHA inh	-2	-15	1	.	-11	-3	-1	-17	-4	-3

11. CCOC(=O)C1CCN(/C=C2/C(=O)NC(=O)N(c3ccc(OCC)cc3)C2=O)CC1
12. CN1C(=O)NC(=O)C(N=Nc2ccc(Cl)cc2)C1=O (stereo not given)
13. COc1cc(CNCCc2c[nH]c3ccccc23)cc(OC)c1
14. O=C(CN1CC=C(c2ccccc2)CC1)NC(=O)NCc1ccccc1
15. CC(=O)OCC(=O)[C@H]1CC[C@H]2[C@@H]3CC[C@H]4C[C@H](O)CC[C@]4(C)[C@H]3C(=O)C[C@]12C
16. O=P(OCC(F)(F)C(F)F)(N1CCCCC1)N1CCCCC1
17. Cc1ccc(NC(=O)c2cccn(Cc3ccccc3C)c2=O)c(C)c1
18. Nc1ncc([N+](=O)[O-])s1
19. O=S1(=O)CC2(N3CCOCC3)CCCCC21 (stereo not given)
20. COc1cc(NS(=O)(=O)c2ccc(NC(=S)NC(=O)CC(C)C)cc2)nc(OC)n1

compound no.	11	12	13	14	15	16	17	18	19	20
Apoferritin bind	-18%	.	-16%	?	.	-7%	2%	.	13%	-1%
POLH inh	-11%	-21%	-4%	-17%	-1%	2%	-6%	-5%	0%	-9%
RGS4 inhibitor	3%	-91%	13%	-2%	2%	-1%	-9%	-30%	9%	-32%
POLK inh	-5%[60.1 µM]	-14%	-7%	-6%	8%	-17%	-7%[60.1 µM]	-16%	-2%	-1%
APE1 inh	-1%	.	18%	1%	?	0%	.	-1%&-9%	2%	?
POLB inh	2%	.	19%	0%	.	5%	-11%	.	1%	-1%
12-LOX inh	-20%	-11%	?	?	-4%	-56%	0%	?	17%	?
ERG Ets-DNA blk	.	1%	8%	8%	34%	6%	-1%	-8%	11%	10%
LDHA inh	0	-3	-23	-8	-7	-4	0	-3	0	3

21. O=C(Nc1cccc(Cl)c1)N1C[C@H]2C[C@@H](C1)c1cccc(=O)n1C2
22. O=C(Nc1ccc(Cl)cc1C(=O)c1ccccc1)c1ccccc1Br
23. CCC(C)(C)c1ccc(O)cc1
24. O=C1N[C@H](Cc2ccccc2)C(=O)N2[C@@H]3[C@H](C[C@@H]12)c1ccccc1N3OOSc1ccccc1
25. Cn1cc(C(=O)OCC(=O)NC2(C#N)CCCCC2)c2ccccc21
26. Cc1oc(-c2cccs2)nc1CSCC(=O)N1CCC2(CC1)OCCO2
27. Cc1ncc(CN2CCCC(C(=O)c3sccc3C)C2)s1 (stereo not given)
28. COc1ccc(-n2c(O)c(/C=C3\C=Nc4ccccc43)c(=O)[nH]c2=O)cc1
29. C#CCNc1ccncc1S(=O)(=O)NC(=O)NC(C)C
30. Cc1cc(OCC(=O)N[C@H](C(=O)O)c2ccccc2)c2c3c(c(=O)oc2c1)CCC3

compound no.	21	22	23	24	25	26	27	28	29	30
Apoferritin bind	-4%	?	.	.	.	-9%	-16%	-17%	-1%	-5%
POLH inh	-14%	-21%	-3%	-7%	-6%	-11%	-8%	?	-2%	6%
RGS4 inhibitor	-4%	-20%	-3%	-1%	5%	2%[11.4 µM]	7%	7%	-50%	26%
POLK inh	22%	1%	-18%	-12%	-6%	-7%	-3%	-5%	-5%	-25%
APE1 inh	-7%	.	?	.	4%	-8%	-4%	-10%	-1%	-3%
POLB inh	2%	6%	.	.	.	35%	73%	-21%	-21%	-2%
12-LOX inh	-14%	-22%	12%	2%	-12%	37%[activator]	-7%	0%	?	51%[activator]
ERG Ets-DNA blk	-4%	5%	-10%	-6%	6%	-1%	2%	3%	9%	3%
LDHA inh	3	2	3	-5	-7	0	-4	-12	-4	-1

# An excerpt from above in order of molar mass, descending.
30. Cc1cc(OCC(=O)N[C@H](C(=O)O)c2ccccc2)c2c3c(c(=O)oc2c1)CCC3
28. COc1ccc(-n2c(O)c(/C=C3\C=Nc4ccccc43)c(=O)[nH]c2=O)cc1
25. Cn1cc(C(=O)OCC(=O)NC2(C#N)CCCCC2)c2ccccc21
29. C#CCNc1ccncc1S(=O)(=O)NC(=O)NC(C)C
23. CCC(C)(C)c1ccc(O)cc1

compound no.	30	28	25	29	23
Apoferritin bind	-5%	-17%	.	-1%	.
POLH inh	6%	?	-6%	-2%	-3%
RGS4 inhibitor	26%	7%	5%	-50%	-3%
POLK inh	-25%	-5%	-6%	-5%	-18%
APE1 inh	-3%	-10%	4%	-1%	?
POLB inh	-2%	-21%	.	-21%	.
12-LOX inh	51%[activator]	0%	-12%	?	12%
ERG Ets-DNA blk	3%	3%	6%	9%	-10%
LDHA inh	-1	-12	-7	-4	3

# (next part)
31. Cc1ccccc1C(=O)N1CC1C (stereo not given)
32. COc1ccccc1CN1CCCC(C(=O)c2ccccc2SC)C1 (stereo not given)
33. CCCOC(=O)c1c(N)n(Cc2cccs2)c2nc3ccccc3nc12
34. Cc1ccc(C2NC(=S)NC(c3ccc(C)cc3)C23C(=O)NC(=O)NC3=O)cc1 (stereo not given)
35. COc1cccc(-c2nc3ccc(N4CCN(C)CC4)cc3[nH]2)c1
36. O=C(/C=C/c1ccc(Cl)cc1)N[C@@]12CCC(=O)[C@@H]3Oc4c(O)ccc5c4[C@@]31CCN(CC1CC1)C2C5
37. CC(C)CCOP(=O)(c1ccc(N(C)C)cc1)C(O)c1ccccn1 (stereo not given)
38. COc1ccc(C2SCC(=O)Nc3c2c(=O)[nH]n3C2CCCCC2)cc1 (stereo not given)
39. Cc1ccc(S(=O)(=O)N[C@@H](CCCCN)C(=O)CCl)cc1
40. CN(C)CCc1nn[nH]n1

compound no.	31	32	33	34	35	36	37	38	39	40
Apoferritin bind	.	-17%	291%[activator]	-10%	146%[activator]	-8%	-14%	4%	.	5%
POLH inh	-21%	-19%	?	-10%	-14%	.	11%	-7%	-3%[57.1 µM]	3%
RGS4 inhibitor	13%	-15%	1%	-6%	4%	?	23%	17%	?	9%
POLK inh	-3%	-1%	-15%	-7%	-21%	6%[19.4 µM]	-10%	0%	-8%[60.1 µM]	-6%
APE1 inh	.	2%	-4%	-2%	-9%	19%	2%	1%	-15%	8%
POLB inh	.	-13%	0%	32%	?	.	22%	0%	27%[57.1 µM]	-3%
12-LOX inh	8%	48%[activator]	-25%	?	3%	1%	-11%	-28%	?	-12%
ERG Ets-DNA blk	-3%	-1%	-2%	-1%	12%	.	5%	2%	-27%	1%
LDHA inh	-4	-6	3	3	2	.	-6	-4	-3	-8

# Among those listed so far, these have a COOH group:
2. COc1cccc2c1cc([N+](=O)[O-])c1c(C(=O)O)cc3c(c12)OCO3
30. Cc1cc(OCC(=O)N[C@H](C(=O)O)c2ccccc2)c2c3c(c(=O)oc2c1)CCC3

compound no.	2	30
Apoferritin bind	.	-5%
POLH inh	-12%	6%
RGS4 inhibitor	8%	26%
POLK inh	-1%	-25%
APE1 inh	-1%&-9%&3%	-3%
POLB inh	.	-2%
12-LOX inh	14%	51%[activator]
ERG Ets-DNA blk	-7%	3%
LDHA inh	-15	-1

# Copied from the list:
# POLH inh, cpd 8 reads -22%
# POLH inh, cpd 15 reads -1%
# ERG Ets-DNA blk, cpd 1 reads 1%
# ERG Ets-DNA blk, cpd 34 reads -1%
# POLH inh, cpd 29 reads -2%
# ERG Ets-DNA blk, cpd 23 reads -10%

# This is a subset (hit frequency here may not be typical).
